Hep lipid drop – hepatic lipid droplet formation modulation; inhibition, % at 6.5 µM; 0.4% of 240,000 active; AML12 mouse hepatocytes, oleate lipid droplets, BODIPY imaging; AID 1656;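 active means lipid droplet intensity inhibited by at least 50%, with more than 500 cells counted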
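Technique: fluorescence imaging, 20x objective, two fields per well / Assay system: AML12 hepatocytes (mouse) / Measure: % inhibition of lipid droplet signal / Doses: 6.5 µM single-point dosing / Incubation: overnight exposure / Reagent: 100 µM oleic acid challenge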
Hep lipid drop cells 6.5 µM – further read-out of Hep lipid drop, marked with its call; cell count; measured here: cell count, cytotoxicity flag;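 cells counted across two imaged fields per well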
* = called active by the depositor.

SMILES | Hep lipid drop | Hep lipid drop cells 6.5 µM
CC(=O)N1c2ccc(S(=O)(=O)NCCC(=O)N(C)Cc3ccccc3)cc2CC1C (stereo not given) | -7 | 768
NS(=O)(=O)c1ccc(CCNc2ccccc2[N+](=O)[O-])cc1 | 12 | 821
O=C1C(=O)N(CCCn2ccnc2)C(c2ccc(Cl)cc2)/C1=C(\O)c1ccc2c(c1)OCCO2 (stereo not given) | 8 | 735
Cn1cccc1C(=O)NCC(c1ccc(F)cc1)N1CCOCC1 (stereo not given) | 4 | 746
COC(=O)c1ccc(/C=C2\SC(=S)N(CCCC(=O)NCCCN3CCOCC3)C2=O)cc1 | -25 | 812
COc1cc(NC(=O)CCc2nnc3ccc(N4CCN(c5cccc(OC)c5)CC4)nn23)cc(OC)c1 | 5 | 740
O=C(Nc1nc2c(F)cc(F)cc2s1)C1CC1 | 4 | 749
C=CCC1CCC/C(=N\NS(=O)(=O)c2ccc(C)cc2)C1 (stereo not given) | -4 | 705
CCC(=O)Nc1ccc(N2CCCCC2)c(C(=O)Nc2ccc(OC)cc2)c1 | 15 | 931
c1ccc(Nc2nc(-c3ccccc3)ns2)cc1 | 0 | 810
COc1ccc(NC(=O)c2cccc(S(=O)(=O)N3CCOCC3)c2)cc1 | -13 | 784
CCCOc1ccc(Cc2c(O)nc(N)[nH]c2=O)cc1C | 0 | 802
CCOc1ccc(N(CC(=O)NC2CCCCC2)C(=O)CCC(=O)Nc2ccccn2)cc1 | 11 | 791
O=C(NCCCN1CCCCC1)C1CCN(S(=O)(=O)N2CCC3(CC2)OCCO3)CC1 | -31 | 720
Cc1ccccc1NC(=O)NC1CCCc2ccccc21 (stereo not given) | -2 | 892
CCOC(=O)c1c(-c2ccccc2)oc2ccc(OCC(=O)NNC(=O)CCCC(=O)O)cc12 | -11 | 810
O=C(COc1ccc(S(=O)(=O)N2CCOCC2)cc1Cl)NCC1CCCO1 (stereo not given) | 0 | 780
Cc1cc(C)cc(N(CC(=O)NC2CCCCC2)C(=O)CNC(=O)c2ccco2)c1 | -8 | 738
O=C(NC1CC1)C1CC(=O)N(c2ccc(F)cc2)C1 (stereo not given) | -3 | 801
COc1ccc(N2CCN(C(=O)CCS(=O)(=O)c3ccc4c(c3)CCN4C(=O)C3CC3)CC2)cc1 | -25 | 587
CCCCOC(=O)C1=C(C)NC(=O)NC1c1ccc(OC)cc1 (stereo not given) | -2 | 860
COc1ccccc1C(C)NS(=O)(=O)c1cccs1 (stereo not given) | -16 | 715
COc1ccccc1C(=O)COC(=O)CN1C(=O)c2ccccc2C1=O | -3 | 829
Cc1[nH]c2ccccc2c1C(=O)C(=O)N1CCN(c2ccccc2)CC1 | -14 | 850
Cc1cc(=O)[nH]c(Nc2ccc(Cl)cc2)n1 | -2 | 749
SMILES | Hep lipid drop | Hep lipid drop cells 6.5 µM
CC(=O)NC(Cc1ccc(C)cc1)C(=O)NC1CCN(C(=O)NCc2ccccc2)CC1 (stereo not given) | -3 | 767
COc1ccc(C(CNC(=O)c2ccc(NS(=O)(=O)c3cccc([N+](=O)[O-])c3)cc2)N2CCOCC2)cc1 (stereo not given) | 7 | 827
COc1cccc(C(=O)Nc2cccc(NC(=O)c3ccccc3Cl)c2)c1 | 0 | 802
COc1ccc(CN2CCN(C(=O)Cn3c(=O)oc4cc(Cl)ccc43)CC2)c(OC)c1OC | -22 | 798
O=C(CN(Cc1ccc(Cl)cc1)C(=O)CNS(=O)(=O)c1ccccc1)NCC1CCCO1 (stereo not given) | 7 | 797
COc1ccc(NC(=O)CN(C)S(=O)(=O)c2ccc3c(c2)CC(C)N3C(C)=O)cc1OC (stereo not given) | 4 | 664
Cc1ccccc1N(C(=O)CNC(=O)c1ccco1)C(C(=O)NC1CCCCC1)c1ccncc1 (stereo not given) | -19 | 689
CNc1nc(Nc2ccc(C)c(Cl)c2)c2cnn(C)c2n1 | 4 | 847
Cc1ccc(/C=N/NC(=O)CSc2nc3ccccc3[nH]2)o1 | 3 | 881
COc1ccc(C(=O)NC2CCCc3c2cnn3-c2ccc(C)c(C)c2)c(OC)c1OC (stereo not given) | -4 | 722
COC(=O)c1ccccc1NC(=O)Nc1cc(C(C)(C)C)on1 | 2 | 809
CCOc1ccccc1C(=O)Nc1cccc2ccccc12 | 2 | 860
Cc1cc(C(=O)N2CCCC(CO)(Cc3ccc(F)cc3)C2)c(C)o1 (stereo not given) | -5 | 738
Cc1ccc(C(=O)N/C(=C\c2cn(C)c3ccccc23)C(=O)NCCCn2ccnc2)cc1 | -23 | 653
CCOc1ccccc1CNc1nnnn1C | -8 | 817
COc1ccccc1CC1CC(=O)N(c2ccccc2)C1=O (stereo not given) | 3 | 801
COc1cc2ccccc2cc1C(=O)Nc1nccs1 | 0 | 754
O=C(O)c1ccc(NS(=O)(=O)c2cccc(S(=O)(=O)c3ccc(Cl)c(Cl)c3)c2)cc1 | 2 | 734
COc1ccc(NC(=O)c2oc3ccccc3c2CSC)cn1 | -21 | 723
COC(=O)c1cc(S(=O)(=O)NCCc2ccc(Cl)cc2)c[nH]1 | -1 | 706
CCN(CC)C1CCN(C(=O)c2ccc3nc(Cc4ccc(OC)cc4)oc3c2)C1 (stereo not given) | -9 | 661
Cc1ccc(Cl)cc1NC(=O)CCS(=O)(=O)c1cccc2nonc12 | -3 | 794
O=S(=O)(NC1CCCCC1N1CCCCC1)c1ccc(Cl)cc1 (stereo not given) | -17 | 800
COc1cccc(CN2CCN(S(=O)(=O)c3ccc(Cl)s3)CC2)c1 | -20 | 682
CCn1c(C(=O)N2CCC(C(=O)NCc3ccc(OC)cc3)CC2)cc2sccc21 | -12 | 664
SMILES | Hep lipid drop | Hep lipid drop cells 6.5 µM
COc1ccc(C(=O)NC(C)Cc2cnccn2)cc1OC1CCN(C(C)C)CC1 (stereo not given) | 2 | 811
CCn1cc2nc(SCC(=O)Nc3ccc(F)cc3F)n(Cc3ccccc3)c(=O)c2n1 | -1 | 767
O=c1[nH]c(=O)n(C2OC(CO)C(O)C2O)cc1Br (stereo not given) | -10 | 694
Cc1ccc(S(=O)(=O)c2ncccc2N)cc1 | 7 | 826
O=C(NCCCN1CCCC1)c1ccc2c(c1)N(Cc1ccccc1F)C(=O)c1ccccc1S2(=O)=O | -3 | 740
COc1ccccc1C(=O)C1CCCN(C(=O)c2ccccc2C(C)=O)C1 (stereo not given) | -40 | 622
CCc1ccc(NC(=O)CCn2c(=O)c3cccn3c3ccccc32)cc1 | -30 | 666
Cc1ccc2c(c1)N(C(=O)CCC(=O)N1CCC(C(N)=O)CC1)CC(C)O2 (stereo not given) | 9 | 746
COc1ccc(S(=O)(=O)Nc2cc(SCC(=O)O)c(O)c3ccccc23)cc1 | -5 | 804
Cc1cc2nccc(-c3ccc(F)cc3)n2n1 | -4 | 764
COc1cccc(C(=O)Nc2ccccc2NC(=O)c2cccc(OC)c2)c1 | 0 | 778
COc1ccc2c(c1OC)C(=O)N(c1cccc(/C=C/C(=O)O)c1)C2 | -2 | 392
CCOc1ccc(/C=N/NC(=O)c2nnn(-c3nonc3N)c2-c2cccs2)cc1 | -11 | 733
O=C(C1CCCN(S(=O)(=O)c2cc(Cl)ccc2Cl)C1)N1CCCC1 (stereo not given) | -3 | 867
O=C(CCCN1CCc2[nH]c3ccc(F)cc3c2C1)c1ccc(F)cc1 | -8 | 810
CC(c1ccccc1)n1c(N2CCNCC2)nc2c1c(=O)[nH]c(=O)n2C (stereo not given) | -1 | 847
O=C(CNC(=O)c1ccc(Br)o1)NCCc1ccc(F)cc1 | 27 | 833
CCCn1cc(S(=O)(=O)c2ccccc2)c(=O)c2cc(F)c(N3CCN(C)CC3)cc21 | 14 | 739
CCN(CC1CCCO1)C(=O)c1cc(COc2ccc(OC)cc2Cl)on1 (stereo not given) | -3 | 724
COc1ccc(N(CC(=O)Nc2cc(Cl)ccc2C)S(=O)(=O)c2c(C)n[nH]c2C)cc1 | -30 | 679
NC(=O)C(Cc1ccccc1)NC(=O)C12CC3CC(CC(C3)C1)C2 (stereo not given) | 1 | 829
CCCCNC(=O)c1cn(CC)c2cc(N3CCN(C(=O)c4ccco4)CC3)c(F)cc2c1=O | -16 | 705
Cc1ccc2c(cnn2C(=O)CCC(=O)NCc2ccccc2Cl)c1 | 7 | 692
CC1C(=O)OC2C1CCC1(C)CCC(=O)C(C)C21 (stereo not given) | 20 | 812
Fc1ccc(-c2nnc(N3CCOCC3)c3ccccc23)cc1F | -10 | 724

Taken from the results shown for reference:
SMILES | Hep lipid drop | Hep lipid drop cells 6.5 µM
COc1ccc(C(=O)NC(C)Cc2cnccn2)cc1OC1CCN(C(C)C)CC1 (stereo not given) | 2 | 811
CCn1cc2nc(SCC(=O)Nc3ccc(F)cc3F)n(Cc3ccccc3)c(=O)c2n1 | -1 | 767
O=c1[nH]c(=O)n(C2OC(CO)C(O)C2O)cc1Br (stereo not given) | -10 | 694
Cc1ccc(S(=O)(=O)c2ncccc2N)cc1 | 7 | 826
O=C(NCCCN1CCCC1)c1ccc2c(c1)N(Cc1ccccc1F)C(=O)c1ccccc1S2(=O)=O | -3 | 740
COc1ccccc1C(=O)C1CCCN(C(=O)c2ccccc2C(C)=O)C1 (stereo not given) | -40 | 622
CCc1ccc(NC(=O)CCn2c(=O)c3cccn3c3ccccc32)cc1 | -30 | 666
Cc1ccc2c(c1)N(C(=O)CCC(=O)N1CCC(C(N)=O)CC1)CC(C)O2 (stereo not given) | 9 | 746
COc1ccc(S(=O)(=O)Nc2cc(SCC(=O)O)c(O)c3ccccc23)cc1 | -5 | 804
Cc1cc2nccc(-c3ccc(F)cc3)n2n1 | -4 | 764
COc1cccc(C(=O)Nc2ccccc2NC(=O)c2cccc(OC)c2)c1 | 0 | 778
COc1ccc2c(c1OC)C(=O)N(c1cccc(/C=C/C(=O)O)c1)C2 | -2 | 392
CCOc1ccc(/C=N/NC(=O)c2nnn(-c3nonc3N)c2-c2cccs2)cc1 | -11 | 733
O=C(C1CCCN(S(=O)(=O)c2cc(Cl)ccc2Cl)C1)N1CCCC1 (stereo not given) | -3 | 867
O=C(CCCN1CCc2[nH]c3ccc(F)cc3c2C1)c1ccc(F)cc1 | -8 | 810
CC(c1ccccc1)n1c(N2CCNCC2)nc2c1c(=O)[nH]c(=O)n2C (stereo not given) | -1 | 847
O=C(CNC(=O)c1ccc(Br)o1)NCCc1ccc(F)cc1 | 27 | 833
CCCn1cc(S(=O)(=O)c2ccccc2)c(=O)c2cc(F)c(N3CCN(C)CC3)cc21 | 14 | 739
CCN(CC1CCCO1)C(=O)c1cc(COc2ccc(OC)cc2Cl)on1 (stereo not given) | -3 | 724
COc1ccc(N(CC(=O)Nc2cc(Cl)ccc2C)S(=O)(=O)c2c(C)n[nH]c2C)cc1 | -30 | 679
NC(=O)C(Cc1ccccc1)NC(=O)C12CC3CC(CC(C3)C1)C2 (stereo not given) | 1 | 829

(list continues)
SMILES | Hep lipid drop | Hep lipid drop cells 6.5 µM
CCc1ccc(NC(=S)N2CCN(C)CC2)cc1 | 6 | 793
CCCCN(CCCC)CCNC(=O)c1cn(CC)c2ccc(S(=O)(=O)N3CCc4ccccc4C3)cc2c1=O | -3 | 721
Cc1cc(C)cc(OCC(=O)Nc2cnn(CCCC(=O)O)c2)c1 | 7 | 670
CC(=O)Nc1ccc(S(=O)(=O)N2CCC(Oc3ccc(-n4cnnn4)cc3)CC2)cc1 | 10 | 665
COc1ccc(S(=O)(=O)NC2CCCC2)cc1NC(C)=O | -5 | 815
COc1cc2c(cc1OC)CN(C(=O)/C=C/c1ccccc1[N+](=O)[O-])CC2 | 2 | 701
Cc1ccc(C)c(NC(=O)NCCN2CCCCC2)c1 | 2 | 836
CC(=O)Nc1ccc(NC(=O)c2ccc(N(C)S(=O)(=O)c3ccc(C)cc3)cc2)cc1 | -6 | 648
Cc1onc(-c2ccccc2Cl)c1C(=O)N1CCCCC1C (stereo not given) | -6 | 852
O=C(NNC(=O)c1ccc2ccccc2c1)Nc1ccc(F)cc1 | -5 | 823
O=C(Nc1ccnn1C1CCN(Cc2ccc(OC(F)F)cc2)CC1)C1CCCC1 | -19 | 668
COc1ccc(O)c(CN2CCCC(N3CCN(c4ccccc4OC)CC3)C2)c1 (stereo not given) | -1 | 830
COc1ccc(NC(=O)C(CC(=O)O)Cc2ccc(Br)cc2)cc1 (stereo not given) | 1 | 786
COC(=O)C1=C(C)N(Cc2ccccc2)C(=NCCCCO)N[C@H]1c1ccccc1 | 7 | 811
Cc1ccc(N2CC(C(=O)Nc3ccc(S(=O)(=O)Nc4ncccn4)cc3)CC2=O)cc1C (stereo not given) | -2 | 718
Cc1c(O)ccc(/C=N/Nc2ncccc2[N+](=O)[O-])c1O | 2 | 874
CCNC(=O)CN(c1ccc(F)cc1)S(=O)(=O)c1ccc2c(c1)OCCO2 | -5 | 799
CN(C)S(=O)(=O)c1cccc(NC(=O)c2cc(=O)[nH]c(=O)[nH]2)c1 | 1 | 791
C/C(=N\NC(=O)Cc1c(Cl)cccc1Cl)c1cccnc1 | -4 | 847
O=C(COc1ccc2ccc(=O)oc2c1)NCC(O)c1ccccc1 (stereo not given) | -4 | 701
Cc1cccc(NC(=O)CCc2nnc3ccc(N4CCC(C)CC4)nn23)n1 | -12 | 702
CSC(=NC#N)N1CCN(C(c2ccccc2)c2ccccc2)CC1 | -8 | 825
Cc1ccc(C)c(CN2C(=O)COc3ccccc32)c1 | -2 | 853
CCN1C(=O)CSC1=Nc1ccc(Cl)c(Cl)c1 | 2 | 837
COC(=O)C1=C(C)N(CC2CC2)C(=NCc2cccc(Cl)c2)N[C@H]1c1ccccc1 | -5 | 817
SMILES | Hep lipid drop | Hep lipid drop cells 6.5 µM
Cc1cc(C)cc(C(=O)NCC(=O)N2CCN(C(c3ccccc3)c3ccccc3)CC2)c1 | -1 | 862
CCOc1nc2cnccc2n(CC(=O)Nc2cccc(C)c2)c1=O | 21 | 683
O=c1ccc(-c2nc3ccccc3n2Cc2ccc(Cl)cc2)c[nH]1 | 32 | 803
Cc1ccc(C)c(NC(=O)CCc2ccc(C)o2)c1 | -26 | 780
CCC(C(=O)NC1CCCC1)N(C(=O)c1snc(C(N)=O)c1N)c1ccc(OC)cc1 (stereo not given) | 6 | 790
COCCCNc1nc(-c2ccc(Cl)cc2)nc2ccccc12 | -1 | 836

Source: PubChem BioAssay

Not all compounds are listed (hit frequency here may not be typical).
